From PubChem
Statin myotox sup: protects C2C12 myotubes from simvastatin toxicity; ATP luminescence, 48 h; scaled: DMSO 0, geranylgeraniol control 100; rescue of ATP level, % at 7.49 µM; 0.78% of 330,000 active;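 active means mean ATP rescue above about 67%, or every replicate alone reaching that limit, limit read from the data, passing the limit was not always enough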;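 further: myotubes were challenged with 10 µM simvastatin during compound exposure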
CFTR F508del cor: CFTR F508del correction in bronchial cells; 0.36% of 350,000 active; activity (quench increase), % at 7.58 µM; CFBE cells, YFP halide quenching; stimulated with forskolin plus potentiator P3; % fluorescence drop versus neutral controls;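 active means mean added fluorescence quench of at least 8% versus neutral control, with both replicates also reaching 8%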;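 further: cells transiently co-express mutant CFTR-F508del with the halide-sensitive YFP; corrector assay measuring rescue of mutant channel to the surface after 24 h compound exposure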
FN deposit inh: fibronectin deposition inhibition | AH1F fibroblasts, Alexa488-fibronectin deposition fluorescence, overnight | 0.086% of 350,000 active | inhibition, % at 12.6 µM;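 active means mean inhibition across replicates of 30% or more, regardless of how many single replicates reach that level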;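 further: positive control wells lacked labelled fibronectin entirely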
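Material – AH1F fibroblast monolayer, labelled fibronectin deposition · Reagent – labelled fibronectin 24 nM · Timing – 1 h adhesion, overnight exposure · Measured by – fluorescence at 485 nm excitation, 525 nm emission · Read-out – inhibition of fibronectin deposition signal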
PglD inh: PglD (C. jejuni) enzyme inhibition | 0.098% of 360,000 active | inhibition, % at 12.5 µM | purified PglD enzyme, DTNB colorimetric CoA detection; in the data active means inhibition above about 16%, passing the limit was not always enough; further: strong numbers were not always called active
GSIS activator: primary screen for activators of insulin secretion dependent on glucose, INS-1E cells, GLuc reporter luminescence. 0.61% of 370,000 active. INS-1E GLuc reporter insulin secretion, 2-3 h. AID 743287. activation, % at 16.6 µM;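 active means lowest replicate activation of at least 40%, so every replicate reaches that level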;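 further: 0% = median of neutral control wells and 100% = median of IBMX positive control wells; some compounds called inactive have numbers as strong as hits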
PGC1a acetyl inh: PGC1a acetylation modulation, inhibitor mode | U2OS PGC1a acetylation, AlphaScreen anti-acetyl-lysine; with virally co-expressed GCN5 acetyltransferase | inhibition, % at 15.6 µM | 0.17% of 350,000 active;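 active means every replicate shows inhibition of at least 40%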;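 further: 0% = neutral control wells and 100% = positive control wells; some results beyond the cut were filed as inactive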
miR-122 sensor: miR-122 inhibition in Huh7 cells; Huh7 miR-122 Renilla luciferase sensor, 48 h; neutral wells = 0, positive control = 100; activation (reporter increase), % at 12.5 µM; 0.3% of 340,000 active;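 active means mean replicate activation score at least 90 and every replicate individually at or above 90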;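 further: higher luciferase means less miR-122 activity so hits act as miR-122 inhibitors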
Cneo AK release: Cryptococcus neoformans lysis via adenylate kinase release; C. neoformans lysis, adenylate kinase release luminescence, 4 h; normalised: neutral wells 0, clomiphene wells 100; lysis activity, % at 15 µM; 0.2% of 360,000 active;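 active means mean lysis activity across replicates of at least 80%, whatever share of replicates individually reach that level; inactive means mean lysis activity below 80%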
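Schedule: static 4 h at 37 °C with compound, 1 h detection; system: C. neoformans cells; benchmarks: Clomiphene as positive control; buffer or medium: fresh YPD medium; measure: luminescence rise reflecting yeast cell lysis; measured by: luminescent adenylate kinase detection reagent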
* hit, by the source's call; x = no result given; [ ] = another dose, or the depositor's remark.

mol | Statin myotox sup | CFTR F508del cor | FN deposit inh | PglD inh | GSIS activator | PGC1a acetyl inh | miR-122 sensor | Cneo AK release
O=C(C1=C[C@@H](c2csc3ccccc23)C[C@@H](OCCCCO)O1)N1CCCCCCC1 | x | -0.6 | x | -3 | x | 3 | x | -1
CC(C)NC(=O)N(C)C[C@@H]1Oc2c(NC(=O)NC3CCCCC3)cccc2C(=O)N([C@H](C)CO)C[C@@H]1C | -9 | 0.8 | x | 1 | 13 | -2 | 8[16.7 µM] | -3
O=S(=O)(Nc1cc(Sc2ncn[nH]2)c(O)c2ccccc12)c1ccccc1 | x | -5.2 | 21 | x | -47 | 72* | -15 | x
CCOc1ccc(NC(=S)N2CCCN(Cc3cccc(Cl)c3)C2)cc1 | -13 | -0.8 | 12 | x | -9 | 0 | 2 | x
O=C(CN1CCC(n2nnc3cc(F)ccc32)CC1)N1CCc2ccccc2C1 | -13 | -2.2 | x | 1 | -5 | -20 | -2 | 0
CCC1(C)Cc2ccccc2/C(=C/C(=O)N2CCCCC2)N1 (stereo unspecified) | x | x | x | -5 | x | -17 | -2 | -3
COc1ccccc1CN1CC(C(=O)NCc2cnn(C)c2)CCC1=O (stereo unspecified) | -4 | -2.9 | 5 | 0 | 0 | 2 | 3 | 1
CC(C)c1ccc(NC(=O)COc2ccccn2)cc1 | x | -4.0 | -13 | x | 4 | 6 | x | x
O=C(c1cccc(F)c1)N1CCCCN2[C@H](CO)[C@@H](c3ccc(-c4cccnc4)cc3)[C@H]2C1 | x | 1.3 | x | 15 | 23 | -13 | -9[16.7 µM] | -3
CC(C)NC(=O)N(C)C[C@@H]1OCc2ccccc2-c2c(n(C)c3ccccc23)C(=O)N([C@@H](C)CO)C[C@H]1C | x | -1.7 | -19 | -1 | 7 | -7 | x | 0
N#C[C@@H]1[C@H](c2ccc(-c3ccccc3F)cc2)[C@H](CO)N1C(=O)C1CC1 | 0 | 4.4 | -8 | -2 | 6 | -3 | x | -2
CCCc1nc2ccccc2c(=O)n1NC(=O)c1c(O)c2ccccc2n(C)c1=O | x | -1.6 | -3 | x | 8 | -1 | x | x
COc1cccc(NC(=O)N[C@@H]2C=C[C@H](CC(=O)N3CCN(C)CC3)O[C@H]2CO)c1 | -1 | -0.4 | x | -3 | 2 | 2 | x | -1
Cc1ccccc1S(=O)(=O)Nc1nc2ccccc2nc1NCCO | 8 | x | x | 0 | 13 | x | x | 3
CC(C)NC(=O)COC(=O)c1cc(F)c(F)cc1Cl | -4 | x | 10 | -4 | x | -3 | -3 | -1
COc1cccc(-c2ccc3n(c2=O)C[C@H]2[C@H](CO)[C@@H](C(=O)N(C)C)N(C(=O)C4CC4)[C@@H]32)c1 | 30 | x | x | 24 | 8 | x | x | -3
COc1cccc(-c2ccc3c(c2)O[C@H](CN(C)C(=O)C2CCCCC2)[C@@H](C)CN([C@H](C)CO)S3(=O)=O)c1 | -3 | -6.3 | x | -2 | -25 | -13 | 26[16.7 µM] | 8
O=S(=O)(c1cc(Cl)ccc1Br)N1CCOCC1 | -8 | x | x | 1 | 1 | 4 | -8 | -2
CO[C@H]1CN(C)C(=O)c2cc(NC(=O)NC3CCCCC3)ccc2OC[C@@H](C)N(CC2CC2)C[C@@H]1C | 2 | 0.7 | -6 | 2 | 10 | 10 | -5[16.7 µM] | 7
C[C@@H]1CN([C@H](C)CO)C(=O)c2cccc(NC(=O)c3cnccn3)c2O[C@@H]1CN(C)C(=O)Nc1ccccc1 | 47 | -1.7 | x | -1 | 31 | 1 | 9[16.7 µM] | -2

Profiles from above. Screens in order: Statin myotox sup | CFTR F508del cor | FN deposit inh | PglD inh | GSIS activator | PGC1a acetyl inh | miR-122 sensor | Cneo AK release
CC(C)NC(=O)COC(=O)c1cc(F)c(F)cc1Cl across the screens: -4 | x | 10 | -4 | x | -3 | -3 | -1
O=C(C1=C[C@@H](c2csc3ccccc23)C[C@@H](OCCCCO)O1)N1CCCCCCC1 across the screens: x | -0.6 | x | -3 | x | 3 | x | -1
CC(C)NC(=O)N(C)C[C@@H]1Oc2c(NC(=O)NC3CCCCC3)cccc2C(=O)N([C@H](C)CO)C[C@@H]1C across the screens: -9 | 0.8 | x | 1 | 13 | -2 | 8[16.7 µM] | -3
CC(C)NC(=O)N(C)C[C@@H]1OCc2ccccc2-c2c(n(C)c3ccccc23)C(=O)N([C@@H](C)CO)C[C@H]1C across the screens: x | -1.7 | -19 | -1 | 7 | -7 | x | 0

New compounds follow:
mol | Statin myotox sup | CFTR F508del cor | FN deposit inh | PglD inh | GSIS activator | PGC1a acetyl inh | miR-122 sensor | Cneo AK release
CC1(C)CC(=O)C2=C(C1)OC(c1cccs1)C(C#N)=C2N (stereo unspecified) | -15 | 1.0 | x | -4 | 18 | 1 | x | 0
COc1ccc(NC(=O)c2oc3ccccc3c2NC(=O)C2CC2)cc1OC | -5 | 1.4 | -3 | 2 | -7 | x | x | -3
Cc1ccc(S(=O)(=O)N2CCC[C@H]2C(=O)OCC(=O)N2c3ccccc3NC(=O)C2(C)C)cc1 | -2 | 0.1 | -1 | -1 | -13 | 1 | -4 | 1
COCCCN(C(=O)c1ccco1)c1nc(-c2ccc(OC)cc2)cs1 | -1 | 3.2 | -2 | 5 | -4 | -12 | 5 | -2
C[C@@H]1CN([C@H](C)CO)S(=O)(=O)c2ccc(-c3cccnc3)cc2O[C@H]1CN(C)Cc1ccccn1 | x | 1.8 | -3 | 2 | 0 | -10 | 8[16.7 µM] | -5
CCOC(=O)c1ccc(NC(=O)CSc2nnc(CNc3ccc(C)cc3)n2C)cc1 | 14 | x | 9 | 0 | x | -3 | 3 | -1
Cc1nn(-c2ccccc2)c(N2CCCCC2)c1/C=N/O | -22 | -2.9 | x | -5 | 3 | -7 | x | 0
O=C1NC(CCc2ccccc2)C(=O)N1CCOc1ccccc1 (stereo unspecified) | x | 2.7 | 1 | x | 5 | 1 | x | x
N#Cc1c(-c2ccccc2)nc(SCC(=O)Nc2ccccc2F)[nH]c1=O | 6 | x | -3 | 5 | x | 3 | -7 | 1
COc1ccc(NC(=O)c2c(C(F)(F)F)nn(C)c2SCc2ccccc2)cc1 | -9 | x | x | 5 | x | -9 | 4 | -4
Cc1ccc(S(=O)(=O)N2CCN(c3nn(C)c(=O)n(C)c3=O)CC2)cc1C | -1 | 2.1 | 5 | -5 | 7 | x | x | 0
O=C(NCc1ccco1)N1c2ccccc2Sc2ccccc21 | 53 | 1.4 | x | 0 | -19 | 4 | -14 | 1
COC(=O)C1=C(C)NC(C)=C(C(=O)OC)C1c1ccccn1 | 0 | 1.4 | x | -4 | -11 | -18 | 2 | -2
O=C(COC(=O)CCc1nc2ccccc2c(=O)[nH]1)Nc1ccc(N2CCOCC2)cc1 | 4 | -2.2 | 2 | 0 | 22 | -5 | -4 | 1
CCC(=O)N(CC)C[C@H]1[C@H](c2ccccc2)[C@@H](CO)N1C(=O)C1CCC1 | 10 | -1.3 | x | 0 | -3 | -2 | 31[16.7 µM] | 4
CNC(=O)C1(C)CCN1C(=O)Cc1ccc(C(C)C)cc1 (stereo unspecified) | -4 | 2.0 | 0 | 2 | 0 | -1 | -7 | -1
COc1cccc(N(C(=O)c2sc(C)nc2C)C(C(=O)NCC2CCCO2)c2ccccc2)c1 (stereo unspecified) | 5 | 0.9 | -8 | -1 | 6 | x | 4 | 5
CCn1c(SCc2ccc(C(=O)O)cc2)nnc1-c1ccc(Cl)cc1 | 9 | 0.3 | 5 | 2 | 8 | 6 | -1 | -5
COc1ccc(Cl)cc1-c1cc(C(=O)NC2CCCCC2)[nH]n1 | -5 | -1.4 | 8 | 8 | -16 | -27 | 18 | 1
CSCCCNC(=O)c1ccc(OC2CCN(C(=O)c3cccnc3)CC2)cc1 | x | -0.4 | -5 | 3 | -1 | 1 | -10 | 0
CC(C)(C)NS(=O)(=O)c1ccc(CCC(=O)O)cc1 | -1 | x | x | -8 | x | -4 | -1 | 2
CC(Oc1ccc(C(C)(C)C)cc1)C(=O)NCC(c1ccco1)N1CCCC1 (stereo unspecified) | -13 | -1.1 | -11 | x | x | -15 | x | x
CC(=O)Nc1ccc(-c2ccnc3c2CC(C(=O)Nc2ccc4c(c2)OCO4)O3)cc1 (stereo unspecified) | 2 | 3.9 | 19 | 0 | 0 | -15 | 3 | 0
Cc1ccc(/C=C(\C#N)C(=O)N2CCCC2)c(C)c1 | x | 0.0 | -1 | x | 7 | -1 | x | x
C[C@H]1CN([C@@H](C)CO)S(=O)(=O)c2ccc(C#CC3CC3)cc2O[C@H]1CN(C)Cc1cccnc1 | 18 | 1.0 | x | -1 | -8 | 2 | 0[16.7 µM] | 0
COc1ccc(NC(=O)N(C)C[C@@H]2Oc3cc(C#CCC(C)C)ccc3S(=O)(=O)N([C@@H](C)CO)C[C@@H]2C)cc1 | 18 | 4.0 | x | 10 | -25 | -6 | -43[16.7 µM] | -7
COc1ccc(Cc2nc(-c3ccc(-n4cccc4)cc3)no2)cc1 | 4 | 3.7 | -3 | -4 | 5 | x | x | -4
Cc1ccc(N/C=C/C(=O)C(C)(C)C)c(O)c1 | 30 | x | x | -7 | -21 | -5 | 7 | 2
CN(C)CCCNS(=O)(=O)c1ccc(N2CCN(Cc3ccc4c(c3)OCO4)CC2)c([N+](=O)[O-])c1 | -33 | -0.5 | 7 | -7 | 1 | x | x | -1
CCOc1ccc(S(=O)(=O)N2CCC(C(=O)NCc3ccco3)CC2)cc1C | -1 | -0.5 | 2 | x | -2 | -5 | -4 | x
COc1ccc2oc(=O)c(C(=O)N3CCN(C(=O)c4ccccc4)CC3)cc2c1 | -1 | -1.2 | 2 | 6 | -5 | x | x | 3
CCOc1nnc(C)c2c(C)n(-c3ccc(Cl)cc3)nc12 | 119* | x | x | 17 | 9 | -2 | 1 | -2
CCOC(=O)C1CCN(S(=O)(=O)c2ccc3c4c2CC(=O)N4CC(C)S3)CC1 (stereo unspecified) | x | 0.7 | 0 | -2 | -10 | -3 | -1 | 0
CNC(=O)C1CCC(=O)N1Cc1ccccc1Cl (stereo unspecified) | 50 | x | 0 | -4 | 23 | -4 | 1 | 2
CCOc1ccc(C(=O)OC(C)CN2CCN(C)CC2)cc1 (stereo unspecified) | -3 | -1.5 | 1 | -3 | 7 | x | -2 | -4
COc1ccc(NC(=O)O[C@H](c2ccc(OC)c(O)c2)[C@@H](CCO)OC)cc1 | x | 0.5 | x | 11 | x | 8 | x | -10
CC(=O)Nc1ccc(S(=O)(=O)N2CCC(NC(=O)C(Cc3cccc(F)c3)NC(C)=O)CC2)cc1 (stereo unspecified) | 13 | -2.5 | -1 | -6 | 8 | x | -3 | 5
COc1ccc(S(=O)(=O)N(C)C[C@@H]2OCCCC[C@H](C)Oc3ccc(NS(=O)(=O)c4ccc(F)cc4)cc3C(=O)N([C@H](C)CO)C[C@@H]2C)cc1 | 46 | 0.6 | -2 | 2 | -4 | -9 | 8[16.7 µM] | 45
CCN(CC)C(=O)CSc1nnc(CCN)o1 | 16 | x | 0 | -3 | 4 | 5 | 0 | -1
CC=Cc1ccc2n(c1=O)C[C@@H]1[C@@H](CO)[C@H](C(=O)NCC3CC3)[C@H]2N1Cc1ccccc1OC (mixture of isomers) | 12 | x | x | -4 | -6 | x | x | -2
C[C@@H]1CCCCO[C@H](CN(C)C(=O)CCC(F)(F)F)[C@@H](C)CN([C@H](C)CO)C(=O)c2cc(NS(=O)(=O)c3ccc(Cl)cc3)ccc2O1 | x | 3.1 | -1 | -2 | -9 | 1 | 5[16.7 µM] | 13

Not a hit list. Share with any hit: about 2.1%.
